# High-throughput results as filed in PubChem.
# Pol kappa inh = DNA polymerase kappa (human) inhibition | purified Pol kappa, fluorescent DNA synthesis assay, 10 min | actives 0.53% (n = 400,000) | Q9UBT6 | Potency, µM (series often up to 107 µM), for the others: top-dose activity, negative = inhibition, most hits filed as inhibitors; note: % is set by controls: 0 for no effect and ±100 for the full control effect
#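 Pol kappa 10 nM + cpd, 15 min RT; start w/ substrate 50 nM final; fluorescence kinetic read, 0 and 10 min. Neg ctrl: buffer, no enzyme.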
# G9a block = blocks human histone lysine methyltransferase G9a | Q96KQ7 | actives 8.8% (n = 350,000) | Potency, µM (doses to about 102 µM), for the others: at the top dose activity, negative = inhibition, actives largely listed as inhibitors | G9a H3K9 monomethylation, AlphaScreen, 2 h; note: % is set by controls: 0 for no effect and ±100 for the full control effect; nearly all actives have a fitted effect of over 75% in size
# Target sequence (Q96KQ7 913-1193 limits assumed): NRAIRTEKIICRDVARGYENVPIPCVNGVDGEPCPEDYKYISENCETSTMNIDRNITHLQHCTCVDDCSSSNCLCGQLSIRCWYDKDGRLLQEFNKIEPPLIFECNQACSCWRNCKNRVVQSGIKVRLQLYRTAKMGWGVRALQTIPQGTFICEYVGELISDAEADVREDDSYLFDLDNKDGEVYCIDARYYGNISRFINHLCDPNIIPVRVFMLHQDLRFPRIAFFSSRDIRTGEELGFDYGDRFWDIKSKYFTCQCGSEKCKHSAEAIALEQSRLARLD
#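 G9a (20 nM) preincubated 15 min RT with compounds, then 500 nM biotinylated H3K9 peptide and 20 uM SAM added; 2 h RT reaction. Monomethyl-H3K9 product detected by AlphaScreen with anti-H3K9me1 antibody, streptavidin donor and anti-rabbit IgG acceptor beads.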
# BLM inh = inhibitors of human Bloom syndrome helicase BLM; recombinant BLM DNA unwinding, fluorescence dequenching; Potency, µM (top dose mostly 56.1 µM), for inactives: top-dose activity change, negative = inhibition, usual class: inhibitors; actives 0.2% (n = 350,000); AID 2528;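 note: plate controls were vehicle for no effect and no enzyme for full effect; nearly all actives have a fitted effect of over 35% in size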
# Pol iota inh = DNA polymerase iota (human) inhibition; Q9UNA4; Pol iota fluorescent replication assay, 10 min; actives 1% (n = 390,000); Potency, µM (series often up to 115 µM), for inactives: top-dose activity, negative = inhibition, actives largely listed as inhibitors; AID 588590
#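 Fluorescent replication assay read twice, at 0 min and 10 min after adding 50 nM (final) substrate. Enzyme (10 nM) and compounds were first incubated 15 min at room temperature; enzyme-free buffer wells were negative controls.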
# APEX1 inh = blocks human APE1 abasic DNA cleavage; Potency, µM (titrated, usually from 65.8 µM), without a hit: at the highest dose activity change, negative = inhibition, most hits filed as inhibitors; actives 0.35% (n = 350,000); AID 2517; recombinant APE1, TAMRA/BHQ-2 abasic DNA cleavage fluorescence;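 note: plate controls were vehicle for no effect and reference inhibitor for full effect; nearly all actives have a fitted effect of over 55% in size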
# Target sequence (P27695 whole entry, looked up): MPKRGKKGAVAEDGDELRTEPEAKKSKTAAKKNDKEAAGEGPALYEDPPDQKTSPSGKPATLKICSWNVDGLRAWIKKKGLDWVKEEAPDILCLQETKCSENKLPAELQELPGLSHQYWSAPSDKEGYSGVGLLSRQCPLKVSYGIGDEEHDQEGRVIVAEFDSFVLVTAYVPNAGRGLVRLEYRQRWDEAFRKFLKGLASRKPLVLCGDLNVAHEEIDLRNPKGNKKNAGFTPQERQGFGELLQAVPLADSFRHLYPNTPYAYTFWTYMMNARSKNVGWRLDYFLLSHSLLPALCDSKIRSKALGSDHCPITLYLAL
#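 Quantitative HTS: incision of a TAMRA/BHQ-2 double-stranded substrate bearing a tetrahydrofuran abasic site by 0.75 nM APE1 raises fluorescence. Substrate 50 nM final, added after 15 min compound preincubation at room temperature; progress as third-minus-first kinetic read difference.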
# BAZ2B block = BAZ2B (human) inhibition; Potency, µM (highest dose often 114 µM), for inactives: at the top dose activity change, negative = inhibition, actives largely listed as inhibitors; actives 4.4% (n = 360,000); AlphaScreen BAZ2B-H3K14Ac peptide displacement; note: % is set by controls: 0 for no effect and ±100 for the full control effect; nearly all actives have a fitted effect of over 60% in size
#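 Protein-peptide AlphaScreen: BAZ2B 50 nM, b-H3K14Ac 50 nM, 1x PBS pH 7.4 + 0.01% Tween-20. Preincubation 30 min RT; cpd 30 min RT (top 110 uM); beads 20 min RT, light-protected.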
# JMJD2A Tudor inh = blocks the human JMJD2A Tudor domain; actives 4.4% (n = 390,000); O75164; AlphaScreen JMJD2A-Tudor / H3K4me3 peptide binding; Potency, µM (top dose mostly 114 µM), for the others: top-dose activity change, negative = inhibition, hits mostly inhibitors; AID 504339; note: % is set by controls: 0 for no effect and ±100 for the full control effect; nearly all actives have a fitted effect of over 50% in size
# Pol beta inh = inhibitors of human DNA polymerase beta; P06746; Pol beta primer extension/strand displacement, fluorescence kinetic; Potency, µM (series often up to 114 µM), inactives show at the top dose activity change, negative = inhibition, most hits filed as inhibitors; actives 1.3% (n = 340,000); AID 485314; note: % is set by controls: 0 for no effect and ±100 for the full control effect
#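 Preincubation: enzyme (10 nM) with compound, 15 min, RT. Reaction: substrate added to 50 nM final. Reads: 0 and 10 min. Analysis: normalized, Hill fit.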
# Pol eta inh = blocks human DNA polymerase eta activity; Q9Y253; AID 588591; Potency, µM (doses to about 114 µM), for the others: top-dose activity change, negative = inhibition, actives largely listed as inhibitors; actives 1.2% (n = 390,000); recombinant Pol eta, fluorescent DNA replication assay; note: % is set by controls: 0 for no effect and ±100 for the full control effect
#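 Pol eta (10 nM) was preincubated with compounds for 15 min at room temperature, after which fluorescent replication substrate (50 nM final) was added to start the reaction. Fluorescence was read kinetically at 0 and 10 min.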
# Starred values were filed as active, the others as inactive; ? = inconclusive; nt = no result given; & = joins results of further samples; [ ] = remark or other dose. Calls come from the whole dose curve; as a rule, active = well fitted curve in the direction sought with a large enough effect; inconclusive = small, poorly fitted or top-dose-only effect, or another doubt; inactive = no such curve, though single readings can be large; an effect the other way counts as inactive or inconclusive. Potency is the fitted concentration of half-maximal effect. This is a subset; the hit share may differ from the screen's.
# Second line of a record – Pol iota inh | Pol beta inh | APEX1 inh | Pol kappa inh | JMJD2A Tudor inh | G9a block | Pol eta inh | BLM inh | BAZ2B block
1. COc1ccc(NC(=O)CN2CCN(CC(=O)Nc3ccc(F)cc3)CC2)c(OC)c1
 : 11% | 9% | 16% | -11% | 0% | 4% | -6% | -6% | 7%
2. CCC(=O)OCCNc1cc(SCCC(=O)OC)c2nonc2c1[N+](=O)[O-]
 : ? | 1% | 28% | 2%&-7% | -16%[57.1 µM] | 13µM* | -11% | 3% | -8%
3. Nc1cc(=O)[nH]c(SCCNS(=O)(=O)c2ccccc2)n1
 : 1% | -2% | -4% | -6% | -10% | 5%[59 µM] | 4% | -3% | -2%
4. O=C(NCCc1ccc(F)cc1)c1ccc(S(=O)(=O)N2CCCCC2)cc1
 : 29% | nt | 9% | 2% | -5% | -30% | -21% | nt | -2%
5. CCn1nc(C(=O)OCC(=O)c2c[nH]c3ccccc23)c2ccccc2c1=O
 : 5% | 5% | 12% | -16% | -20% | -5%[59 µM] | -21% | -7% | 8%
6. CCOC(=O)Cn1cnc2c(cnn2-c2ccc(Cl)cc2)c1=O
 : 7% | 2% | -8% | -12% | 0% | 3% | -4% | -3% | -10%
7. Cc1ccc2c(COC(=O)c3cnc(C)cn3)cc(=O)oc2c1
 : nt | 31% | 20% | nt | nt | -16% | nt | -2% | -4%
8. Cc1ccc[n+](CC2OCc3ccccc3CO2)c1
 : 64%[activator] | -19% | 3% | -7% | -8% | 12% | -2% | -1% | 2%
9. S=c1[nH]nc(-c2cc(-c3ccco3)[nH]n2)n1-c1ccccc1
 : 7% | 11% | -5% | -1% | 50µM* | -20%[0.501 µM] | 6% | -10% | ?
10. O=C(CSc1nc2ccccc2[nH]1)NCCN1CCCCC1
 : -9% | 55% | 20% | 1% | -10% | 7%[0.0925 µM] | -8% | -1% | 3%
11. CCOC(=O)c1ccc(NC(=O)CC2SC3=NCCN3C2=O)cc1 (configuration not stated)
 : 113%[activator] | 15% | -7% | -4% | 1% | 4% | -2% | -1% | 0%
12. Cc1cccc(C)c1OCc1cc(=O)n2c3c(sc2n1)CCCC3
 : 39%[activator] | -7% | nt | -5% | 38%[activator] | 21%[59 µM] | -13% | -8% | 22%
13. Cc1sc2ncnc(N=Nc3c(O)[nH]c4ccccc34)c2c1C
 : 16% | ? | 0% | -5% | -2% | 13%[59 µM] | -14% | -12% | ?
14. CCCN(S(=O)(=O)c1ccc(OCC)cc1)S(=O)(=O)c1cccs1
 : 10% | -2% | -13% | -9% | 9% | -35%[12.7 µM] | -2% | -10% | 26%
15. Oc1c(N=Nc2ccc(F)cc2)ccc2ccccc12
 : 52%[activator] | 15% | 13% | -15% | 2.5µM* | 2.5µM* | -5% | -25% | 1.4µM*

# Some of these compounds in order of SMILES length, high to low.
# Second line of a record – Pol iota inh | Pol beta inh | APEX1 inh | Pol kappa inh | JMJD2A Tudor inh | G9a block | Pol eta inh | BLM inh | BAZ2B block
5. CCn1nc(C(=O)OCC(=O)c2c[nH]c3ccccc23)c2ccccc2c1=O
 : 5% | 5% | 12% | -16% | -20% | -5%[59 µM] | -21% | -7% | 8%
9. S=c1[nH]nc(-c2cc(-c3ccco3)[nH]n2)n1-c1ccccc1
 : 7% | 11% | -5% | -1% | 50µM* | -20%[0.501 µM] | 6% | -10% | ?
11. CCOC(=O)c1ccc(NC(=O)CC2SC3=NCCN3C2=O)cc1 (configuration not stated)
 : 113%[activator] | 15% | -7% | -4% | 1% | 4% | -2% | -1% | 0%
6. CCOC(=O)Cn1cnc2c(cnn2-c2ccc(Cl)cc2)c1=O
 : 7% | 2% | -8% | -12% | 0% | 3% | -4% | -3% | -10%
15. Oc1c(N=Nc2ccc(F)cc2)ccc2ccccc12
 : 52%[activator] | 15% | 13% | -15% | 2.5µM* | 2.5µM* | -5% | -25% | 1.4µM*
8. Cc1ccc[n+](CC2OCc3ccccc3CO2)c1
 : 64%[activator] | -19% | 3% | -7% | -8% | 12% | -2% | -1% | 2%

# Back to the main list, repeating the two entries before the break.
# Second line of a record – Pol iota inh | Pol beta inh | APEX1 inh | Pol kappa inh | JMJD2A Tudor inh | G9a block | Pol eta inh | BLM inh | BAZ2B block
14. CCCN(S(=O)(=O)c1ccc(OCC)cc1)S(=O)(=O)c1cccs1
 : 10% | -2% | -13% | -9% | 9% | -35%[12.7 µM] | -2% | -10% | 26%
15. Oc1c(N=Nc2ccc(F)cc2)ccc2ccccc12
 : 52%[activator] | 15% | 13% | -15% | 2.5µM* | 2.5µM* | -5% | -25% | 1.4µM*
16. CN(CCc1cnn(C)c1)Cc1nc(Cc2ccccc2)no1
 : 28% | -1% | -2% | 2% | -17% | -39% | -8% | -4% | 2%
17. CC(Oc1ccccc1)C(=O)N1CCC2(CC1)Oc1ccc(F)cc1C(=O)C21CC(c2ccccc2)=NO1 (configuration not stated)
 : 17% | nt | nt | -20% | ? | nt | -10% | nt | nt
18. Cc1ccc2oc(C(=O)Nc3ccc(S(=O)(=O)N4CCCCC4C)cc3)cc(=O)c2c1 (configuration not stated)
 : 6% | -6% | nt | -14% | -26% | -3%[59 µM] | -1% | -7% | -12%
19. Cn1cc(S(=O)(=O)NCc2ccc3c(c2)OCO3)c(C(F)(F)F)n1
 : 11% | 28% | -4% | 4% | 2% | 21% | -18% | -1% | -6%
20. Cc1ccc([C@@H]2[C@@H]3C(=O)N(c4ccccc4)C(=O)[C@@H]3[C@]3(C)C(=O)N(Cc4ccccn4)CC(=O)N23)o1
 : 31%[activator] | 25% | 5% | -4% | -19% | nt | -4% | -2% | -4%
21. COc1ccc(C(=O)CC2OC(=O)c3c2ccc(OC)c3OC)cc1 (configuration not stated)
 : -3% | 13% | 6% | 5% | -5% | ? | -8% | -2% | 10%
22. Cc1cccc(NC(=S)NNC(=S)NC2CCCCC2)c1C
 : 33%[activator] | 11% | 7% | -20% | -26% | 1.3µM* | 6% | -3% | -9%
23. CCN(Cc1cccs1)C(=O)CN1C(=O)NC2(CCCc3ccccc32)C1=O (configuration not stated)
 : -7% | nt | 7% | 5% | -18% | 6%[12.7 µM] | 1% | nt | 8%
24. O=C(c1ccc(N2CCCC2)c([N+](=O)[O-])c1)N1CCN(S(=O)(=O)c2ccc(Cl)cc2)CC1
 : 6% | nt | -5% | -17% | -32% | 8%[0.501 µM] | -1% | nt | -11%
25. O=C(Cn1cc([N+](=O)[O-])ccc1=O)N1CCCc2ccccc21
 : 8% | nt | 47%[activator] | -15% | -19% | -2%[2.33 µM] | 10% | nt | 2%
26. O=C(c1ccco1)N1N=C2CCCCCC2C1(O)C(F)(F)F (configuration not stated)
 : 55%[activator] | 7% | -2% | -3% | -18% | nt | -20% | -3% | 8%
27. CCOc1ccc(-c2nn(-c3ccccc3)cc2/C=C2\SC(N)=NC2=O)cc1C
 : -5% | 0% | -2% | -5% | -26% | 1% | 0% | -2% | -10%
28. CC(=O)N=c1sc2ccccc2n1C
 : 6% | 18% | -4% | -3% | 2% | 2% | 6% | 1% | 2%
29. Cc1ccccc1CS(=O)(=O)CCC(=O)N1CCN(c2ccc(N3CCOCC3)nn2)CC1
 : -9%[58.9 µM] | 0% | -11% | -2% | -17% | 3%[12.7 µM] | -13% | 1% | -3%
30. Cn1cnnc1SCc1ccccc1[N+](=O)[O-]
 : 6%[58.9 µM] | 7% | -3% | -2% | 1% | -37% | -8% | 1% | -2%
31. CCC(C(=O)Nc1ccccc1C(=O)N1CCOCC1)N1C(=O)c2ccccc2C1=O (configuration not stated)
 : -7% | -5% | 2% | -6% | 0% | ? | -1% | 1% | 31%
32. Cc1cc(NC(=O)c2cc([N+](=O)[O-])cc([N+](=O)[O-])c2C)no1
 : 56µM* | ? | -5% | ? | -26% | nt | 32µM* | -14% | ?
33. S=C(NNc1ccc2ccccc2c1)NC1CCCCC1
 : 12% | 17% | 2% | -4% | 4µM* | 11µM* | -7% | -2% | 8.9µM*
34. O=C(CSc1cc(Cl)ccc1Cl)NCC(=O)Nc1ccc(F)c(F)c1F
 : 17% | 2% | 0% | -10% | -7% | 26%[59 µM] | -21% | 1% | -2%
35. Clc1ccccc1Sc1cnc2ccccc2n1
 : -3% | -11% | -2% | 5% | 152%[activator] | 108%[activator][59 µM] | -9% | -5% | 108%[activator]
36. O=C1CCCC2=C1C(c1ccc(O)c(O)c1)c1c(ccc3ncccc13)N2 (configuration not stated)
 : ? | 6.3µM* | 10µM* | ? | -19%[11.4 µM] | 3.5µM* | 25µM* | -10% | 45µM*
37. N#CCC(CNc1ncc(C(F)(F)F)cc1Cl)OC(=O)c1c(F)cccc1F (configuration not stated)
 : ? | nt | nt | -16% | 2% | nt | -4% | nt | nt
38. O=C(CCc1nnc(CCCc2ccccc2)o1)N1CCCCCC1
 : 20% | 54% | 4% | 9% | 5% | nt | -3% | -2% | 2%
39. O=C(COC(=O)c1ncc(Cl)c(Cl)c1Cl)Nc1cccnc1Cl
 : 6% | nt | -4% | -13% | -4% | -24% | 8% | nt | 10%
40. COc1ccc(-n2ncc3c(NCc4cccs4)ncnc32)cc1
 : 14% | -23% | -5% | -6%[60.1 µM] | -8% | 5%[12.7 µM] | -2% | -5% | -10%
41. CN(CCc1ccccn1)C1CCCN(S(=O)(=O)c2ccccc2Cl)C1 (configuration not stated)
 : 9% | ? | 7% | 1% | -10% | -6% | -15% | 0% | -7%
42. CC1=C(C(=O)NC(C)c2ccccc2)C2(CCC(C)CC2)OC1=O (configuration not stated)
 : 7% | 12% | -5% | -3% | -11% | 2% | -12% | -3% | -2%
43. Cc1ccc(CCNC(=O)c2ccc3c(c2)N(Cc2ccc(F)cc2)CCS3)cc1
 : 0% | 6% | nt | -4% | -15% | -16%[59 µM] | -7% | -3% | -30%
44. O=C(Cc1cc(=O)[nH]c(=O)[nH]1)N1CCC(Cc2ccccc2)CC1
 : -21% | 55% | 11% | -17% | -12% | 22%[59 µM] | -4% | 5% | 0%
45. O=C(CSC1=Nc2ccccc2C2=NC(CC(=O)N3CCN(c4ccccc4)CC3)C(=O)N12)NCC1CCCO1 (configuration not stated)
 : 21% | ? | 3% | 1% | -10% | 50µM* | -25% | -15% | -23%
